Screening results: PubChem BioAssay, Broad Institute
GSIS activator: GLuc luminescence reporter in INS-1E cells, primary screen for activators of glucose-dependent secretion of insulin; INS-1E GLuc reporter insulin secretion, 2-3 h; activation, % at 16.6 µM; 370,000 compounds, 0.61% hits;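 active = lowest replicate activation of at least 40%, so every replicate reaches that level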;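 note: 0% = median of neutral control wells and 100% = median of IBMX positive control wells; some compounds called inactive have numbers as strong as hits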
CFTR F508del cor: CFTR F508del correction in bronchial cells; AID 720511; 350,000 compounds, 0.36% hits; activity (quench increase), % at 7.58 µM; CFBE cells, YFP halide quenching; stimulated with forskolin plus potentiator P3; % fluorescence drop versus neutral controls;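 active = mean added fluorescence quench of at least 8% versus neutral control, with both replicates also reaching 8%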;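 note: cells transiently co-express mutant CFTR-F508del with the halide-sensitive YFP; corrector assay measuring rescue of mutant channel to the surface after 24 h compound exposure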
Cneo AK release: Cryptococcus neoformans lysis via adenylate kinase release; C. neoformans lysis, adenylate kinase release luminescence, 4 h; normalised: neutral wells 0, clomiphene wells 100; lysis activity, % at 15 µM; 360,000 compounds, 0.2% hits;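 active = mean lysis activity across replicates of at least 80%, whatever share of replicates individually reach that level; inactive = mean lysis activity below 80%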
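Signal: Adenylate kinase release luminescence | Assay system: Log-phase Cryptococcus neoformans yeast cells | Input: Cells at 5 × 10^6 per mL | Buffer or medium: Fresh YPD growth medium | Compound: Single dose | Schedule: Static 4 h at 37 °C with compound, 1 h detection | Controls: Clomiphene | Read-out: Luminescence rise reflecting yeast cell lysis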
PglD inh: blocks C. jejuni PglD acetyltransferase activity | AID 602405 | inhibition, % at 12.5 µM | purified PglD enzyme, DTNB colorimetric CoA detection | 360,000 compounds, 0.098% hits; in the data active = inhibition above about 16%, passing the limit was not always enough; note: strong numbers were not always called active
Statin myotox sup: suppression of simvastatin myotoxicity. rescue of ATP level, % at 7.49 µM. 330,000 compounds, 0.78% hits. C2C12 myotubes + simvastatin, ATP luminescence, 48 h; scaled: DMSO 0, geranylgeraniol control 100. AID 602340;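 active = mean ATP rescue above about 67%, or every replicate alone reaching that limit, limit read from the data, passing the limit was not always enough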;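 note: myotubes were challenged with 10 µM simvastatin during compound exposure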
FN deposit inh: fibronectin deposition inhibition | AH1F fibroblasts, Alexa488-fibronectin deposition fluorescence, overnight | inhibition, % at 12.6 µM | 350,000 compounds, 0.086% hits | AID 743247;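 active = mean inhibition across replicates of 30% or more, regardless of how many single replicates reach that level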;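 note: positive control wells lacked labelled fibronectin entirely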
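Material: AH1F fibroblasts assembling fluorescent fibronectin matrix; amount: 10000 AH1F cells/well; medium: DMEM, 2% serum; reagent: Alexa488-fibronectin, 24 nM final in well; dosing: single compound dose, delivered by pin transfer; incubation: 1 h adhesion, overnight exposure; detection: fluorescence after three HBSS washes, excitation 485 nm, emission 525 nm; measure: fibronectin deposition inhibition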
miR122 inh: miR-122 inhibition in Huh7 cells. Huh7 miR-122 Renilla luciferase sensor, 48 h; neutral wells = 0, positive control = 100. AID 602342. 340,000 compounds, 0.3% hits. activation (reporter increase), % at 12.5 µM;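 active = mean replicate activation score at least 90 and every replicate individually at or above 90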;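 note: higher luciferase means less miR-122 activity so hits act as miR-122 inhibitors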
PGC1a acetyl inh: modulators of PGC1a acetylation; U2OS PGC1a acetylation, AlphaScreen anti-acetyl-lysine; with virally co-expressed GCN5 acetyltransferase; inhibition, % at 15.6 µM; 350,000 compounds, 0.17% hits;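 active = every replicate shows inhibition of at least 40%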;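 note: 0% = neutral control wells and 100% = positive control wells; some results beyond the cut were filed as inactive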
* hit, by the source's call; · = not tested or not shown; & = joins results of further samples; [ ] = remark or other dose.

SMILES	GSIS activator	CFTR F508del cor	Cneo AK release	PglD inh	Statin myotox sup	FN deposit inh	miR122 inh	PGC1a acetyl inh
C[C@H](CO)N1C[C@H](C)[C@@H](CN(C)Cc2ccncc2)Oc2ncc(-c3cccc(C#N)c3)cc2C1=O	0	1.4	0	2	-20	-31	12[16.7 µM]	-7
COc1ccc(CCN2CC(C(=O)N(C)Cc3ccc4nsnc4c3)CCC2=O)cc1 (stereo unspecified)	-27	1.3	-1	-2	-4	6	·	·
C[C@@H]1CN([C@H](C)CO)C(=O)CCCn2nncc2CO[C@@H]1CN(C)Cc1ccc(C(=O)Nc2ccccc2N)cc1	3	2.2	-6	2	45	-2	2[16.7 µM]	22
CC1(C)Cc2ccccc2C(/C(=N/O)C(N)=O)=N1	·	·	-3	1	3	-2	-2	-2
CN(C(=O)COC(=O)c1ccc2c(c1)NC(=O)CS2)C1CCS(=O)(=O)C1 (stereo unspecified)	·	·	0	2	11	-1	2	-30
C[C@H](CO)N1C[C@H](C)[C@H](CN(C)S(=O)(=O)c2cccs2)Oc2c(NC(=O)Nc3cccc4ccccc34)cccc2C1=O	12	-3.9	0	-6	13	-6	6[16.7 µM]	-2
OC(CNCc1ccc(Cl)c(Cl)c1)c1ccccc1 (stereo unspecified)	-6	0.0	4	-7	·	1	-5	7
CCOC(=O)C(CO)(NC(C)=O)C(=O)OCC	·	·	3	2	-14	-5	-3	5
NC(=O)c1ccccc1[N+](=O)[O-]	15	1.2	2	-1	-1	·	1	-8
CCOC(=O)c1cnn(-c2ccc(C(F)(F)F)cn2)c1N	14	·	0	4	-32	-13	-1	-19
CCC(C)[C@H](NC(=O)NCc1cccs1)C(=O)O (stereo partly specified)	·	·	-1	0	-9	·	-3	17
C=CCOC(=O)C1=C[C@@H](C2CCCCC2)C[C@@H](OCc2ccc(CO)cc2)O1	·	2.6	1	-7	-12	2	·	·
C=CCN(C(=O)c1csnn1)C(C(=O)NC1CCCCC1)c1ccc(C)cc1 (stereo unspecified)	3	0.9	1	-1	6	-4	28	-7
COc1cc(C(C(=O)NC2CCCCC2)N(C(=O)c2snc(C(N)=O)c2N)c2ccc(C)cc2)ccc1O (stereo unspecified)	9	-3.3	1	-3	-10	-2	-11	·
C[C@H](CO)N1C[C@H](C)[C@@H](CN(C)C)Oc2cc(C#CC(C)(C)O)ccc2S1(=O)=O	-7	1.0	50	0	5	-7	-2[16.7 µM]	3
CC(Oc1ccc(Br)cc1)C(=O)Nc1ccc(S(=O)(=O)N(C)C2CCN(C)CC2)cc1 (stereo unspecified)	-6	-5.5	0	0	-12	19	·	·
O=C(CCCCn1c(=O)[nH]c2ccsc2c1=O)NCC1CCCO1 (stereo unspecified)	·	·	0	-1	·	6	·	-12
Cc1ccc2c(CN3CCCCC3)cc(=O)oc2c1C	3	-0.7	0	-3	-4	-4	-4	-1
COc1ccccc1C=NN1CCCCCC1	-7	-2.6	1	-7	3	-4	4	-4
O=C(Cc1cccs1)N=Nc1c(O)[nH]c2ccccc12	8	-0.9	1	8	-3	-1	-4	1
CCCn1c(C)cc(C(=O)COC(=O)c2cc(=O)[nH]c3ccccc23)c1C	0	1.8	0	5	-1	2	-4	·
COC(=O)c1cc(-c2ccc(Cl)cc2)n(-c2ccc(S(N)(=O)=O)cc2)n1	-10	2.8	·	·	·	20	-1	0
Cc1ccc(S(=O)(=O)N(C)C[C@H]2Oc3c(NC(=O)c4nc5ccccc5s4)cccc3C(=O)N([C@@H](C)CO)C[C@H]2C)cc1	0	2.7	-4	0	20	·	6[16.7 µM]	0
COc1cccc(-c2ccccc2[C@@H]2[C@@H](CO)N(C(=O)Cc3ccccc3)[C@H]2C#N)c1	-11	0.4	·	·	·	3	·	3
CCCCOC(=O)N/N=C/C=C/c1ccccc1	2	-0.1	1	1	0	3	0	3
CN(C)Cc1cn(CCC(=O)O)c2ccccc12	·	·	7	-2	2	3	-3	3
O=C(CN(CC1CCCO1)C(=O)CNS(=O)(=O)c1ccc(F)cc1)NC1CCCC1 (stereo unspecified)	-18	1.1	1	-5	6	3	3	-2
CCC(c1nnnn1CCOC)N1CCN(C(=O)c2ccco2)CC1 (stereo unspecified)	·	·	25	-1	53	·	-4	0
O=C(Nc1cccc(-n2cnnn2)c1)c1cc(Cl)nc(Cl)c1	5	-2.0	1	2	2	8	-2	-11
CNC[C@H]1Oc2c(NC(=O)NC(C)C)cccc2C(=O)N([C@H](C)CO)C[C@@H]1C	7	2.0	-4	-1	7	·	-2[16.7 µM]	-3
CN(C)CC(=O)N1C[C@@H]2N[C@H](C1)C2c1ccc(/C=C/c2ccccc2)cc1 (stereo partly specified)	26&23	-7.0&-3.1	·	·	·	-9&1	·	-6&-12
CCOC(=O)C1(CC2CCCCO2)CCN(Cc2nc3ccccc3[nH]2)CC1 (stereo unspecified)	-8	·	-3	-1	3	-1	-9	·
O=C(C[C@H]1CC[C@H](NC(=O)C2CCOCC2)[C@@H](CO)O1)Nc1ccc(-c2ccccc2)cc1	4	0.4	2	0	-4	·	·	-3
O=C(Cn1cnc2ccccc2c1=O)N1CCN(Cc2ccccc2)CC1	·	·	3	-2	1	-2	-5	-5
CN(CCc1ccccc1)C(=O)c1cc(COc2cccc(C(F)(F)F)c2)on1	-23	3.3	-1	-3	0	-6	-2	-9
Cc1cc(-c2ccc(Cl)s2)n[nH]1	·	·	0	1	·	·	-8	-1
O=C(COC(=O)CCc1ccccc1)Nc1cc([N+](=O)[O-])ccc1F	·	·	50	6	-17	·	-5	8
CCCCC(=O)N1C(C)CCC1C (stereo unspecified)	·	-0.8	7	4	3	2	-4	-2
COc1ccccc1NC(=S)NNC(=O)c1nn(C)c(C)c1Cl	·	·	-1	3	-15	·	-2	1
O=C(Nc1ccccc1)N1CCCCN2[C@H](CO)[C@H](c3ccc(C#Cc4ccccc4)cc3)[C@@H]2C1	-10	3.4	-1	0	·	·	-14[16.7 µM]	1
C[C@@H]1CCCCO[C@H](CN(C)S(=O)(=O)c2cccs2)[C@H](C)CN([C@@H](C)CO)C(=O)c2cc(NC(=O)CCC(F)(F)F)ccc2O1	-24	0.8	1	-1	·	·	9[16.7 µM]	-19
O=[N+]([O-])c1ccc(Oc2ccc(/C=N/O)cc2)nc1	-33	-0.6	·	·	·	7	·	-7
O=C(Nc1ccccc1C(=O)N1CCOCC1)C1CCC(=O)N1C1CCCC1 (stereo unspecified)	12	·	6	0	-2	-2	·	4
Cc1ccc(CNC(=O)c2ccc3c(=O)[nH]c4c(C(=O)NCC5CCCO5)sc(=S)n4c3c2)cc1 (stereo unspecified)	-7	0.1	1	-4	4	1	-4	0
CC1CC2(C)CC(C)C1(COC(=O)Nc1ccccc1)CO2 (stereo unspecified)	-22	-0.1	6	0	-1	-1	-5	20
CCCCN1C2CCCC1CC(NC(=O)c1ccccc1Cl)C2 (stereo unspecified)	·	-0.2	-3	-2	-6	-1	-3	-7
N/N=C(\Cc1cscn1)c1ccc(O)cc1O	0	-0.5	11	-7	·	0	26	1
Cc1ccc(S(=O)(=O)Nc2ccc3c(c2)C(=O)N([C@H](C)CO)C[C@H](C)[C@@H](CN(C)Cc2ccc(C(F)(F)F)cc2)O3)cc1	-24	3.5	·	·	-40	3	6[16.7 µM]	8
CCCNC(=O)N1CC2(CCN(S(=O)(=O)CC)CC2)c2c([nH]c3cc(OC)ccc23)[C@H]1CO	3	1.7	·	·	·	-14	·	-5
C[C@H]1CCCCO[C@H](CN(C)Cc2ccc(C(F)(F)F)cc2)[C@@H](C)CN([C@@H](C)CO)C(=O)c2cc(NC(=O)CCC(F)(F)F)ccc2O1	-12	0.5	5	2	-162	·	-3[16.7 µM]	17
Remaining list, next part.
SMILES	GSIS activator	CFTR F508del cor	Cneo AK release	PglD inh	Statin myotox sup	FN deposit inh	miR122 inh	PGC1a acetyl inh
Cc1ccccc1NC(=O)CCS(=O)(=O)c1ccc(Br)cc1	9	-0.6	-2	4	4	6	-6	·
COc1cc(OC)cc(C(=O)NCCNC(=O)c2ccccc2)c1	·	·	-4	5	-11	-4	5	-11
Clc1ccc(N=NN2CCOCC2)cc1	-11	-0.5	2	2	-2	4	3	·
Clc1ccc(CCNc2ncnc3c2nnn3Cc2ccccc2)cc1	·	-2.6	0	-7	-37	2	3	5
Cc1cccc(C)c1NC(=O)c1ccc2c(c1)CCN2S(C)(=O)=O	0	0.5	2	6	2	-4	-1	8
